From PubChem
TDP-43 yeast inh: inhibitors of TDP-43 toxicity in yeast; 410,000 tested, 1.8% active; AID 652104; TDP-43 expressing yeast growth rescue, BacTiter-Glo, 24 h; Potency, µM (top dose mostly 46.1 µM), for the others: at the top dose growth rescue (activation), usual class: activators; further: potency means the concentration at half of the fitted maximal effect; % of control where 0% means no effect; nearly all actives have a fitted effect of over 50% in size
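Galactose-induced TDP-43 yeast, OD600=0.02, compound pinned; 24 hr, 30 deg C; BacTiter-Glo luminescence for growth. Inhibitors of TDP-43 toxicity read as activators.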
PTHR1 agonist: activates the human parathyroid hormone receptor PTHR1. Q03431. HEK293 GP2 PTHR1 cells, GloSensor cAMP luminescence, 1 h. Potency, µM (doses to about 115 µM), inactives show at the top dose activation, hits mostly activators. 410,000 tested, 0.075% active; further: potency means the concentration at half of the fitted maximal effect; nearly all actives have a fitted effect of over 55% in size; some results filed as inactive show a strong effect at the top dose; inactives centre near -15; many of its hits are not listed in these tables
Target sequence (Q03431 whole entry, looked up): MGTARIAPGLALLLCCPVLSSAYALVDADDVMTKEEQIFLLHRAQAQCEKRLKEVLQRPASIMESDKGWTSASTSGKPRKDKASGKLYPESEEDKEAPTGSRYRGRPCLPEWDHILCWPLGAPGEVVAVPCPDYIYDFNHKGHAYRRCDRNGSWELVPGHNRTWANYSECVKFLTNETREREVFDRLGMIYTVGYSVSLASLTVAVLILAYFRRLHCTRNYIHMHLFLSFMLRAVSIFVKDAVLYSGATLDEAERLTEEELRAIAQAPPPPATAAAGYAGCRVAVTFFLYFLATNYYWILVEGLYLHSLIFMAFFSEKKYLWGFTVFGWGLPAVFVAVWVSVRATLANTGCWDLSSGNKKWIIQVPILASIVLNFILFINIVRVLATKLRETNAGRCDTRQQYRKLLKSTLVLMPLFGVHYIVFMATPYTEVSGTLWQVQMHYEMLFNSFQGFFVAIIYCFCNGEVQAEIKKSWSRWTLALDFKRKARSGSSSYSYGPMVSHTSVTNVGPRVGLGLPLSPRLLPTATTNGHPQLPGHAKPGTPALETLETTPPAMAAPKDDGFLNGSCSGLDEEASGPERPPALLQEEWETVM
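HEK-293-derived GP2 cells expressing PTHR1 and a GloSensor cAMP reporter, 3,000/well, plated overnight, given luciferin plus IBMX (each 0.5 mM as added) for 1 h at 37 °C, then compound for 1 h at 37 °C. Luminescence was read after 15 min at room temperature.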
DRD3 antagonist: blocks the human D3 dopamine receptor. P35462. 360,000 tested, 2.5% active. max response, negative = inhibition, %. D3R cells, DiscoveRx beta-arrestin luminescence, antagonist mode; stronger effect = lower value; in the data active means max response below about -50%; inconclusive means no clear call, values can overlap the other calls; further: on the % scale 0 is the no-effect control and ±100 the full control effect; mostly tested at two doses, the higher about 12 µM
Target sequence (P35462 whole entry, looked up): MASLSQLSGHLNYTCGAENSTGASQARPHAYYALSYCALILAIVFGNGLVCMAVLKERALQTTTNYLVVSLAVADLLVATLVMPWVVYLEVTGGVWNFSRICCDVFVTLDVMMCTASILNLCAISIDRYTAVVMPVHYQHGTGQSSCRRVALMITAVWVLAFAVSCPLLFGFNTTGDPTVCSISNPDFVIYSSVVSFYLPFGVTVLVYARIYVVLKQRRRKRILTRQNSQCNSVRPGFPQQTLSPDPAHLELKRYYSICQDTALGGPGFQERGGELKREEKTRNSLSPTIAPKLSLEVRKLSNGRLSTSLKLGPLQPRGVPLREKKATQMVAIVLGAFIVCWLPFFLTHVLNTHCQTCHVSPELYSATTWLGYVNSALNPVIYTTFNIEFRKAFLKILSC
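Cells plated overnight at 1500 cells/well, then exposed to library compounds with dopamine controls for 90 minutes at 37 degrees C. DiscoveRx reagent added for 30–60 minutes at room temperature; luminescence read, quantitative HTS format.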
aSyn rescue: inhibitors of alpha-synuclein toxicity in yeast; Yeast expressing alpha-synuclein, growth rescue, BacTiter-Glo, 24 h; Potency, µM (highest dose often 46.1 µM), inactives show at the top dose growth rescue (activation), hits mostly activators; 370,000 tested, 0.14% active; AID 652106; further: potency means the concentration at half of the fitted maximal effect; % of control where 0% means no effect; nearly all actives have a fitted effect of over 65% in size
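Rescue of yeast growth: cells expressing toxic alpha-synuclein, induced in galactose at OD600 0.02, incubated with compound 24 h at 30 C. ATP luminescence quantified growth; inhibitors of toxicity appear as activators.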
HEK293 tox: cytotoxicity in counter-screen for GLP-1R inverse agonists. HEK293 cAMP-luciferase reporter cells, luminescence, 24 h. Potency, µM (highest dose often 38.3 µM), inactives show at the top dose activity change, negative = inhibition, most hits filed as inhibitors. 410,000 tested, 0.13% active. AID 624418;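 further: loss of luciferase light is scored as toxicity; potency means the concentration at half of the fitted maximal effect; on the % scale 0 is the no-effect control and ±100 the full control effect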
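Compound-treated cells are incubated 24 hr at 37 deg C under 5% CO2 after a 12 hour attachment period, then luciferase detection reagent is added and luminescence is measured following 12 min at room temperature; lowered signal indicates toxicity.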
DRD3 agonist: D3 dopamine receptor (human) agonism; P35462; 410,000 tested, 0.58% active; AID 652048; max activation, %; D3R DiscoveRx beta-arrestin cells, luminescence, 90 min; in the data active means max activation above about 30%; further: 0% is about no effect; mostly tested at two doses, the higher about 12 µM
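Cells at 1500/well, incubated overnight, then treated with pinned compounds (dopamine as control) for 90 min at 37 degrees C. DiscoveRx reagent added for 30 - 60 minutes at room temperature; luminescence read.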
KB-V1 MDR tox: kills drug-selected multidrug resistant KB-V1 cells; KB-V1 MDR cells viability, CellTiter-Glo, 72 h; Potency, µM (series often up to 46.1 µM), inactives show at the top dose activity change, negative = cytotoxicity, most hits filed as cytotoxic; 400,000 tested, 3.4% active; AID 1347076; further: potency means the concentration at half of the fitted maximal effect; on the % scale 0 is the no-effect control and ±100 the full control effect; nearly all actives have a fitted effect of over 60% in size
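KB-V1 MDR subline cells in DMEM (phenol-red free, 10% FBS) exposed to compounds in qHTS concentration series for 72 h at 37 degrees C. Viability read by CellTiter-Glo luminescence; concentration-effect curves fitted after normalization and correction.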
GLP1R inv ag: acts as inverse agonist at human GLP-1 receptor. Potency, µM (highest dose often 38.3 µM), for inactives: at the top dose activity change, negative = inhibition, actives largely listed as inhibitors. AID 624417. P43220. HEK293 GLP-1R CRE-luciferase, luminescence, 24 h; GLP-1R form is constitutively active. 410,000 tested, 1.6% active; further: potency means the concentration at half of the fitted maximal effect; on the % scale 0 is the no-effect control and ±100 the full control effect; nearly all actives have a fitted effect of over 55% in size
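HEK293 cells stably co-expressing a cAMP-responsive luciferase reporter and constitutively active GLP-1R were seeded, incubated 12 h, then exposed to compounds for 24 h at 37 C. Luminescence was read 12 min after detection reagent; inverse agonists lower signal.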
GLP-1R agonist: GLP-1 receptor (human) agonism | P43220 | HEK293 GLP-1R CRE-luciferase, luminescence, 4-6 h; cells express a hypersensitive GLP-1R form | Potency, µM (highest dose often 45.6 µM), for the others: at the highest dose activation, usual class: activators | 380,000 tested, 0.007% active; further: potency means the concentration at half of the fitted maximal effect; % of control where 0% means no effect
* = called active by the depositor; i = inactive; ? = inconclusive; . = not tested or not shown; & = joins results of further samples; [ ] = another dose, or the depositor's remark. Unless noted, the call rests on the fitted dose curve; in most records, active means well fitted curve in the direction sought with a large enough effect; inconclusive means small, poorly fitted or top-dose-only effect, or another doubt; inactive means no such curve, though single readings can be large; an effect the other way counts as inactive or inconclusive. Not all compounds are listed; the hit share may differ from the screen's.

SMILES	TDP-43 yeast inh	PTHR1 agonist	DRD3 antagonist	aSyn rescue	HEK293 tox	DRD3 agonist	KB-V1 MDR tox	GLP1R inv ag	GLP-1R agonist
O=C(N/N=C/c1cccs1)c1cccc(NC(=O)c2ccccc2Cl)c1	37%	-5%	-5	1%	12%	1	-1%	0%	10%
O=C(OCc1cc2ccccc2[nH]c1=O)C1CCCO1 (stereo unspecified)	2%	i	14	-3%	-9%	-2	0%	17%	3%
Cc1ccc(-c2csc(C(C#N)=C3CCCC3)n2)cc1	3%	-3%[57.5 µM]	?	-17%	5%	0	-18%	22%	1%
CCOC(=O)CNc1nnc(SCC(=O)OCC)[nH]c1=O	2%	i	-20	-4%	-9%	6	0%	-3%	-32%[inhibitor]
CN1C[C@@H]2[C@@H]3C(=O)N(Cc4ccccc4)C(=O)[C@@H]3[C@](Cc3ccccc3)(C1=O)N2C(=O)c1ccc(F)cc1	3%	i	4	2%	-8%	0	12%	-11%	1%
O=C1CC2(CCN(C(=O)c3ccc(Cl)cc3)CC2)Oc2ccccc21	-3%	-13%	1	13%	-19%	5	?	?	11%
COc1cc2c(cc1OC)NC(=O)C2	-6%	i	6	-1%	-10%	7	?	21%	10%
CC1CN(C2=N/C(=C/c3ccc4c(c3)OCO4)C(=O)N2)CC(C)O1 (stereo unspecified)	.	i	41	8%	-11%	6	19%	-17%	-5%
O=S(=O)(/C(=C/c1ccc(C(F)(F)F)cc1)c1nc2ccccc2[nH]1)c1ccccc1	10µM*	-8%	-77*	-7%	7.9µM*	-29	0%	1.8µM*	-7%
COc1ccc(NC(=S)NNC(=S)Nc2cccc(C(F)(F)F)c2)cc1	12%	-20%	4	0%	-23%	12	15%	?	18%
Fc1ccc(NC(=S)N2CCc3ccccc32)cc1	23%	-19%	11	4%	-10%	9	6%	?	13%
CC1(C(=O)NS(=O)(=O)c2cccs2)CCN1C(=O)C1(c2ccccc2)CCCC1 (stereo unspecified)	-5%	-23%	0	-12%	-3%	17	-6%	12%	0%
COc1ccc([C@@H]2CC=C(C(=O)O)CN2S(=O)(=O)c2ccc(C)cc2)cc1OC	3%	-25%	12	1%	-6%	8	22%	26%	-5%
Cc1ccc(-c2nc3sc(CCNS(=O)(=O)c4cc(F)ccc4F)c(C)n3n2)cc1	23%	-20%	.	.	-15%	8	.	-24%	.
CCC(CC)C(=O)Nc1cccc(C(=O)Nc2nnc(C)s2)c1	2%	i	4	1%	-4%	3	-17%	4%	8%
Cc1ccc(-c2noc(CCCN3C(=O)c4ccccc4C3=O)n2)cc1	-14%	-94%	3	.	3%	-6	-21%	0%	1%
Cn1cc(C(=O)NCC(=O)Nc2ccccc2Br)cn1	7%	-4%	-7	2%	1%	1	?	2%	1%
COc1ccc(C2CC(=O)c3c(C)nc(N4CCN(Cc5ccccc5)CC4)nc3C2)cc1OC (stereo unspecified)	16%	-92%[inhibitor]	48	9%	0%	10	?	-15%	13%
COc1ccc(NC(=O)C(NC(=O)c2ccc(=O)[nH]c2)c2ccc(C)cc2)cc1 (stereo unspecified)	6%	i	-24	-7%	4%	-6	0%	14%	-7%
Cc1cc(C)c(C(=O)O)c(CC(C)(C)C(=O)O)c1	-20%	i	-6	-9%	-6%	2	11%	3%	1%
O=C(COCc1cc(-c2cccs2)on1)Nc1cc(Cl)ccc1O	6%	-47%[inhibitor]	.	.	2%	4	1%	2%	.
O=S(=O)(N/N=C/c1ccccc1F)c1ccccc1	-7%	-6%	3	8%	-7%	5	4%	11%	0%
Cc1ccc(Nc2nc(N/N=C\c3ccc4c(c3)OCO4)nc(N3CCOCC3)n2)cc1	20%	-10%	6	3%	?	-6	-21%	4.5µM*	9%
CCOc1ccc(CN2C(=O)c3ccccc3C2C(=O)NCc2cccnc2)cc1 (stereo unspecified)	-14%	i	25	0%	4%	-4	-4%	0%	1%
O=C(NC(NC(=S)Nc1ccccc1C(=O)O)C(Cl)(Cl)Cl)c1ccccc1 (stereo unspecified)	22%	i	0	-16%	21%	-1	-5%	6%	-1%
Cc1noc(C)c1S(=O)(=O)N(C)C[C@@H]1OCc2cnnn2CCCC(=O)N([C@@H](C)CO)C[C@H]1C	20%	-26%	-3	-6%	9%	-5	6%	10%	1%
Cc1ccc(NC(=O)C(=O)NNC(=O)c2cccs2)cc1	3%	-5%	-4	-5%	2%	3	1%	1%	-3%
CCc1ccc(NC(=O)CCS(=O)(=O)c2ccc3c(c2)CCN3C(C)=O)cc1	0%&0%	-18%&-19%	0	-2%	-8%&1%	11&2	4%	-12%&0%	17%
Oc1ccc(C[C@H]2CNC(=S)N2CCc2cc(C(F)(F)F)cc(C(F)(F)F)c2)cc1	?	-54%[inhibitor]	8	3%	-11%	15	-2%	?	7%
Cc1ccccc1N1CCN(C2CCCN(C(=O)CCN3CCCO3)C2)CC1 (stereo unspecified)	-28%	-19%	-20	0%	-21%	-34	.	-1%	5%
CC1(C(=O)NCc2cccc3ccccc23)CCN1Cc1cc2ccccc2o1 (stereo unspecified)	23%	-7%	26	8%	5%	6	-2%	?	-7%
CCn1cc(C(=O)NCCC(C)C)c(=O)c2cc(F)c(N3CCN(C(=O)c4ccco4)CC3)cc21	7%	0%	12	0%	-1%	4	-15%	7%	7%
Cc1nn(Cc2ccc(F)cc2)c2sc(C(=O)Nc3nccs3)cc12	14%	i	?	2%	-32%	8	-4%	0%	-2%
Cc1[nH]c(=O)[nH]c(=O)c1Sc1ccccc1[N+](=O)[O-]	-13%	i	-4	-10%	-8%	-9	-12%	10%	0%
O=C(O)CC1(CC(=O)NCc2ccc(-c3cccs3)cc2)CCCCC1	-10%[1.82 µM]	-24%	20	-31%[inhibitor]	-10%	3	50%	16%	12%
CSc1nsc(SC)c1C(=O)N1CCN(S(=O)(=O)c2ccc(C)cc2)C1C (stereo unspecified)	-11%	i	-2	-1%	12%	-3	?	-16%	-7%
O=C1Nc2ccccc2C(O)(C(=O)NCc2ccc3c(c2)OCO3)N1c1ccc(Cl)c(Cl)c1 (stereo unspecified)	9%	i	8	1%	-13%	0	10%	-25%	1%
CCn1cc(C(=O)N2CCN(c3cccc(Cl)c3)CC2)c(=O)c2cc(S(=O)(=O)N3CCCCC3)ccc21	3%	i	.	.	15%	-20	6%	5%	.
Cc1ccc(C)c(S(=O)(=O)N2CCN(CC(=O)N3CCc4ccccc4C3)CC2)c1	6%	-5%[57.5 µM]	-14	-2%	-17%	-4	-10%	?	0%
O=C1C(=O)N(CC2CCCO2)C(c2ccccc2[N+](=O)[O-])/C1=C(/O)c1ccccc1 (stereo unspecified)	-6%	-8%	-3	1%	-12%	0	3%	8%	-1%

Part of the list above in order of length of the SMILES, ascending.
SMILES	TDP-43 yeast inh	PTHR1 agonist	DRD3 antagonist	aSyn rescue	HEK293 tox	DRD3 agonist	KB-V1 MDR tox	GLP1R inv ag	GLP-1R agonist
O=S(=O)(N/N=C/c1ccccc1F)c1ccccc1	-7%	-6%	3	8%	-7%	5	4%	11%	0%
O=C(OCc1cc2ccccc2[nH]c1=O)C1CCCO1 (stereo unspecified)	2%	i	14	-3%	-9%	-2	0%	17%	3%
Cc1cc(C)c(C(=O)O)c(CC(C)(C)C(=O)O)c1	-20%	i	-6	-9%	-6%	2	11%	3%	1%
CCC(CC)C(=O)Nc1cccc(C(=O)Nc2nnc(C)s2)c1	2%	i	4	1%	-4%	3	-17%	4%	8%
Cc1ccc(-c2noc(CCCN3C(=O)c4ccccc4C3=O)n2)cc1	-14%	-94%	3	.	3%	-6	-21%	0%	1%
CC1(C(=O)NCc2cccc3ccccc23)CCN1Cc1cc2ccccc2o1 (stereo unspecified)	23%	-7%	26	8%	5%	6	-2%	?	-7%
O=C(NC(NC(=S)Nc1ccccc1C(=O)O)C(Cl)(Cl)Cl)c1ccccc1 (stereo unspecified)	22%	i	0	-16%	21%	-1	-5%	6%	-1%
COc1ccc(C2CC(=O)c3c(C)nc(N4CCN(Cc5ccccc5)CC4)nc3C2)cc1OC (stereo unspecified)	16%	-92%[inhibitor]	48	9%	0%	10	?	-15%	13%
O=C1Nc2ccccc2C(O)(C(=O)NCc2ccc3c(c2)OCO3)N1c1ccc(Cl)c(Cl)c1 (stereo unspecified)	9%	i	8	1%	-13%	0	10%	-25%	1%
CCn1cc(C(=O)N2CCN(c3cccc(Cl)c3)CC2)c(=O)c2cc(S(=O)(=O)N3CCCCC3)ccc21	3%	i	.	.	15%	-20	6%	5%	.
